mcGAS inh – mouse cGAS inhibition by luminescence. Q8C6L5. recombinant cGAS, Kinase-Glo ATP depletion luminescence. inhibition, % at 12.5 µM. 160,000 tested, 0.15% active. AID 1259399;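 further: 0% = negative control wells and 100% = reference inhibitor with no enzyme activity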
hcGAS inh – inhibitors of human cGAS. AID 1259398. inhibition, % at 12.5 µM. 290,000 tested, 0.081% active. Q8N884. recombinant h-cGAS, ATP depletion, Kinase-Glo luminescence;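 further: 0% = vehicle reaction and 100% = reaction without DNA for no activity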
Target sequence (Q8N884 whole entry, looked up): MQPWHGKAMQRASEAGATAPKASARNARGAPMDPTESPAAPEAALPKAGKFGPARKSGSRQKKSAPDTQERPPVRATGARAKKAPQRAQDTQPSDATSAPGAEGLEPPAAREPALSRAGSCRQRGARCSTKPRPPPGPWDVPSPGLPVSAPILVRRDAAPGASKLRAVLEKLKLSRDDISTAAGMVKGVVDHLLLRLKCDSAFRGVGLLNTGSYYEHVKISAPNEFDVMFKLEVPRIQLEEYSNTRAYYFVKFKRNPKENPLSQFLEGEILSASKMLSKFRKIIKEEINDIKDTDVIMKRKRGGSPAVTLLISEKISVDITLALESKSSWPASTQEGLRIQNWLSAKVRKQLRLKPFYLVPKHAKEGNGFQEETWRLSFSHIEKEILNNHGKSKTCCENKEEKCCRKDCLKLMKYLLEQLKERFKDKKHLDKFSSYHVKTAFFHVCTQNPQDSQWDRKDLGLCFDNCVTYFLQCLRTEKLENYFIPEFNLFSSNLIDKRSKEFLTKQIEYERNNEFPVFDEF
NPYLR7 agonist – activates Aedes aegypti NPYLR7 receptor; HEK293T NPYLR7/Galpha15, GCaMP6s calcium fluorescence; activation, % at 10 µM; 270,000 tested, 0.15% active; in the data active means activation above about 40%;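 further: 0% = vehicle and 100% = reference agonist at the receptor; some compounds past the cut are filed as inactive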
Numbers without * were called inactive; · = no result given. Unless noted, no stated cut-off is given here; in the data, active means inhibition above about 40%; inactive means the rest.

Second line of a record – mcGAS inh | hcGAS inh | NPYLR7 agonist
CC1(C)Oc2ccccc2C(=O)C1Sc1ccccc1 (configuration not stated)
  · | -3 | -9
COc1cn(CC(=O)NCC2CCCO2)c(CN2CCN(c3ccc(F)cc3)CC2)cc1=O (configuration not stated)
  -8 | -4 | 1
O=C(CSc1nc2ccccc2s1)NN=Cc1ccccc1C(=O)O
  -4 | -4 | -4
CCN(CC)c1ccc2cc(-c3nnc(Nc4ccc(Cl)cc4Cl)s3)c(=O)oc2c1
  -5 | -5 | -16
Nc1cnc(-n2cnc3ccccc32)cn1
  · | -5 | 8
C=C(C)CN(CC)Cc1ccccc1OCC(O)CN(C)C1CCCCC1 (configuration not stated)
  -6 | -10 | 6
CCOC(=O)C1CCCN(C(=O)c2coc(CN(CCc3c[nH]c4ccccc34)Cc3ccc(C(F)(F)F)cc3)n2)C1 (configuration not stated)
  -3 | 3 | 12
COc1cc(C)nc(N(Cc2ccccc2)S(=O)(=O)c2ccc(C)cc2)n1
  -7 | -3 | 2
CN(CC(=O)Nc1nc2ccccc2[nH]1)Cc1cn[nH]c1-c1ccccc1
  -14 | -5 | 0
O=C(Cc1cccs1)Nc1nnc(SCc2cccc(Cl)c2F)s1
  -4 | -3 | 19
CC(=O)NCCOc1ccc(C(=O)N2CCCC3(CCNC3)C2)cc1 (configuration not stated)
  · | 4 | 2
Cn1c(=O)oc2cc3c(cc21)NC(=O)CC3c1cc(F)ccc1-n1cccn1 (configuration not stated)
  -9 | -1 | 9
FC(F)Oc1ccc(Br)cc1CNCC1CCCO1 (configuration not stated)
  · | -7 | 1
COCCN(Cc1ccc(OC)c(OS(=O)(=O)c2cccc(C(F)(F)F)c2)c1)C(=O)c1ccccc1C
  0 | 3 | -3
CCOC(=O)c1c(C)n(-c2ccc(OC)cc2)c2ccc(OC)cc12
  -3 | -8 | -10
O=C(Nc1ccc(OC2CCCC2)cc1)N1CCN(c2ncccn2)CC1
  · | 5 | -2
CC(C)C(C)N(Cc1cc(N)ccc1N(C)C)C(=O)c1ccco1 (configuration not stated)
  -5 | -6 | 8
CNC[C@H](O)c1ccc(O)c(O)c1
  -3 | -2 | 83*
CCCC(=O)N1CCC1(C)C(=O)Nc1ccc2nccnc2c1 (configuration not stated)
  0 | 7 | -6
Cc1cc(-n2c(C)cc(C(=O)CSc3nnc(C4CC4)n3C3CC3)c2C)no1
  · | -3 | 5
O=c1[nH]nc(NN=Cc2ccccn2)c(=O)[nH]1
  · | -5 | -8
COc1ccc(NC(=O)Cn2cc(OC)c(=O)cc2CSc2nccc(C)n2)c(OC)c1
  -6 | -3 | -3
Cn1ncc(N2CCOC(CCNc3ncnc4c3CCNC4)C2)cc1=O (configuration not stated)
  · | -2 | 1
Cc1ccoc1C(=O)NCC1(Cn2ccnc2)CC1
  · | -1 | 5
O=C(CN1CCN(C(=O)c2cccs2)CC1)NC(=O)NC1CCCC1
  · | -6 | 6
O=C(Nc1ccc(OC(F)(F)F)cc1)c1cnn2c(C(F)(F)F)cc(-c3cccs3)nc12
  -3 | -1 | -4
O=C1C(=O)N(c2ncccn2)C(c2cccc([N+](=O)[O-])c2)C1=C(O)c1ccc(Cl)cc1 (configuration not stated)
  -6 | -5 | 0
CC(C)NC(=O)[C@@H]1C[C@@H](N)CN1C(=O)c1ccccc1-c1nccn1C
  -9 | -4 | 2
CN1CCC(N(C)S(=O)(=O)c2ccc(F)cc2)CC1
  · | -9 | 1
CC(C)CC(=O)Nc1ccc(-c2csc(Cn3nc4ccccn4c3=O)n2)cc1
  -12 | -5 | 4

Some of the entries so far, bar-delimited.
structure | mcGAS inh | hcGAS inh | NPYLR7 agonist
CC(C)C(C)N(Cc1cc(N)ccc1N(C)C)C(=O)c1ccco1 (configuration not stated) | -5 | -6 | 8
CCCC(=O)N1CCC1(C)C(=O)Nc1ccc2nccnc2c1 (configuration not stated) | 0 | 7 | -6
O=C(Cc1cccs1)Nc1nnc(SCc2cccc(Cl)c2F)s1 | -4 | -3 | 19
CC(=O)NCCOc1ccc(C(=O)N2CCCC3(CCNC3)C2)cc1 (configuration not stated) | · | 4 | 2

Additional entries:
Second line of a record – mcGAS inh | hcGAS inh | NPYLR7 agonist
CC1CCc2c(sc3ncnc(SCC(=O)N(C)C)c23)C1 (configuration not stated)
  -4 | -2 | -2
CSc1nnc2c(n1)OC1(CCCCC1)Nc1ccccc1-2
  -1 | 3 | 5
Cc1oc(C)c(C(=O)OCC(=O)Nc2ccc(Cl)cn2)c1C
  · | -8 | 5
COc1cccc(C2C(=C(O)c3ccccc3)C(=O)C(=O)N2CCN(C)C)c1OC (configuration not stated)
  · | -6 | 2
Cc1cccc(N2CCN(C(C)C(=O)N(C)C3CCS(=O)(=O)C3)CC2)c1C (configuration not stated)
  4 | 13 | 1
CCOC(=O)C1CCN(CC(=O)N2N=C(c3ccccc3F)CC2c2ccccc2)CC1 (configuration not stated)
  -4 | -5 | -1
CCOc1cc(C#N)cc(Br)c1OCC(=O)N1CCCC2CCCCC21 (configuration not stated)
  -3 | -4 | 6
COc1cccc(C(=O)N2C(C(=O)N3CCCC3)COC23CCN(C(=O)C2CC2)CC3)c1 (configuration not stated)
  -8 | -7 | -1
Cc1ccc(CNC(=O)CSc2ccc(-c3sc(C)nc3C)nn2)cc1
  -6 | -3 | -6
CCC(C(=O)N1CCc2cc(OC)c(OC)cc2C1c1ccccc1Cl)c1ccccc1 (configuration not stated)
  -6 | -3 | 11
Cc1ccccc1Cn1c(=O)n(CC2CCC(C(=O)NCc3ccco3)CC2)c(=O)c2sccc21 (configuration not stated)
  1 | 3 | -5
CN(Cc1cc(C(C)(C)C)n[nH]1)C(=O)[C@@H]1C[C@@H]2C=C[C@H]1C2
  · | -6 | -1
CC(=NNc1ncc(C(F)(F)F)cc1Cl)c1ccc2c(c1)OCO2
  · | -11 | 17
O=C(Cn1ncn2nc(-c3ccccc3)cc2c1=O)Nc1ccccc1C(F)(F)F
  -8 | -5 | -11
CCCCN(CC(=O)Nc1cc(-c2ccccc2)nn1-c1ccc(C)cc1)C(=O)c1ccc2c(c1)OCO2
  -7 | -17 | -1
Nc1ccccc1C(=O)CC(N)C(=O)O (configuration not stated)
  · | 2 | -2
COc1ccsc1S(=O)(=O)Nc1nnc(-c2ccccc2Cl)s1
  -14 | -8 | 6
CNc1nc2cnc(Nc3ccc(OC(F)(F)F)cc3)cc2n1CCOC
  -7 | -4 | 8
O=C1/C(=C/c2ccccc2)SC(=Nc2ccc(O)cc2)N1c1ccc(O)cc1
  -3 | -1 | -5
CCCN(CCC)C(=O)c1noc2c1CCc1ccc(OC)cc1-2
  -5 | -5 | ·
COc1cc(C=NNC(=O)c2ccccc2O)cc(Br)c1O
  · | 0 | 0
Cc1cccc2oc(-c3ccc(N)cc3)nc12
  -3 | 1 | -4
N#Cc1cccc(NC(=O)N2CCC3(CC2)NCCc2c3[nH]c3ccc(OCc4ccccc4)cc23)c1
  -1 | 0 | 0
O=C(c1cnc2cc3c(cc2c1)OCCO3)c1cc(F)ccc1O
  · | 13 | 4
CCOC(=O)c1nn(-c2ccccc2C)c(=O)cc1OS(=O)(=O)c1ccc(C(C)=O)cc1
  -6 | -5 | -1
Cc1cc(C)n(CCN(C)Cc2cnn3cccnc23)n1
  · | -5 | -1
Cc1cccc(-c2nnc(NC(=O)C(NC(=O)Nc3ccc(C(C)C)cc3)C(C)C)s2)c1 (configuration not stated)
  -5 | -10 | 18
COc1ccccc1C(=O)Nc1ccc2c(c1)CN(Cc1ccncc1)CC2
  · | -5 | -4
CC(=O)Cn1cnc2c(nnn2-c2ccc(C)c(Cl)c2)c1=O
  -9 | -6 | -3
O=S(=O)(c1ccc(Cl)cc1)N1CCC(c2cn(Cc3cccc(F)c3)c3ccccc23)CC1
  -8 | -1 | 18

2 entries from above, as a markdown table:
| mol | mcGAS inh | hcGAS inh | NPYLR7 agonist |
| --- | --- | --- | --- |
| CN(Cc1cc(C(C)(C)C)n[nH]1)C(=O)[C@@H]1C[C@@H]2C=C[C@H]1C2 | · | -6 | -1 |
| CC(=NNc1ncc(C(F)(F)F)cc1Cl)c1ccc2c(c1)OCO2 | · | -11 | 17 |

(next part)
Second line of a record – mcGAS inh | hcGAS inh | NPYLR7 agonist
O=C(NCC1(c2ccccc2)CC1)C1CCN(S(=O)(=O)c2cccs2)CC1
  · | -6 | 8
COc1ccc(C(=O)N2CCN(C(C(=O)N3CCSCC3)C3CCCC3)CC2)cc1 (configuration not stated)
  -4 | -4 | 0
COCc1[nH]n2c(=O)c(C)c(C)nc2c1-c1ccc(OC)cc1
  · | -4 | -13
COCCNC(=O)Cn1nc(-c2ccco2)c2sc(N3CCCCC3)nc2c1=O
  -9 | -6 | 0
CC(C)c1cccc(-c2nc3c(NC4CCC(O)CC4)nccc3[nH]2)c1 (configuration not stated)
  -5 | -2 | -1
CCOC(=O)CCC(=O)Nc1cccc(-c2cccc(-c3ccc(F)cc3)n2)c1
  -5 | -2 | -5
COc1ccccc1CC1CCN(C2CC(C)OC2=O)CC1 (configuration not stated)
  · | -10 | 3
COCCNC(=O)Cn1nc2c(c1NC(=O)Cc1cccs1)CSC2
  -5 | -5 | -4
O=C(NCCc1cccc(F)c1)C1CCCCC1C(=O)N1CCc2c([nH]c3ccccc23)C1 (configuration not stated)
  -4 | -9 | 11
Cc1nc(NC(=O)c2cccc(Br)c2)oc1C
  · | -21 | 10
Cc1ccc(-c2[nH]ncc2CN(CCO)Cc2ccccc2)cc1C
  · | -9 | 7
Cc1ccc(Cn2c(CO)cnc2SCC(=O)N2CCCCCC2)cc1
  -7 | -8 | 2
COc1ccc(/C=C/c2noc(C)c2NC(=O)c2cc(C)ccc2C)cc1
  · | -5 | 3
O=c1[nH]c(CN(Cc2ccco2)Cc2cccs2)nc2ccsc12
  · | 0 | -1
N#Cc1cccc(C(=O)NC(CC(=O)O)c2ccccc2Cl)c1 (configuration not stated)
  · | -9 | 12
CCc1c(C)nn(-c2ccc(C(=O)N[C@@H]3C[C@@H]4C[C@H]([C@H]3C)C4(C)C)cc2)c1C
  -3 | -6 | -13
CC(C)N1C(=O)CC(Sc2ncccc2C(=O)O)C1=O (configuration not stated)
  -5 | -5 | -5
COc1cc(CN2CCC(O)(c3ccc(C)cn3)CC2)cc(Cl)c1OC
  · | -6 | 6
COC(=O)CS(=O)(=O)Cc1ccc(CN)cc1
  · | -7 | -3
Cc1cc(C)cc(-n2nnc(-c3nnc(-c4ccccc4)o3)c2C)c1
  -6 | -9 | 8
CCCc1nc(C(=O)N(C)Cc2cnc3ccccc3n2)cs1
  · | -8 | 7
CCC1c2cccn2CCN1C(=O)c1coc2c1C(=O)CCC2 (configuration not stated)
  · | -2 | 9
Cc1noc(-c2cccc(F)c2)c1C(=O)NCCCN1CCOCC1
  -5 | -2 | 6
Cc1cc(C2CCCN2C(=O)NCCC(C)C)no1 (configuration not stated)
  2 | 6 | 1
COc1ccc(CNC(=O)C2CC3CCC2C3)cc1 (configuration not stated)
  · | -17 | 2
COc1cccc(OC)c1-c1ccc(-n2cncc2C(=O)NCc2ccccc2Br)cc1
  -4 | -5 | 25
COc1ccc(C(=O)Nc2c(C)cccc2C(C)C)cc1F
  -8 | -14 | 1
CNC(=O)[C@H]1C[C@]2(CCCCNC2=O)N(C(=O)COc2ccccc2)[C@H]1c1ccccc1
  -6 | -6 | 5
COc1ccc2[nH]c(=O)c(CN(C)Cc3n[nH]c4c3CCC4)cc2c1
  -11 | -1 | 1
CC(C)(C)c1ccc(OCCOc2ccccc2/C=N\n2cnnc2)cc1
  -6 | -3 | -3
C#CCOCC(O)CN(Cc1cccn1Cc1ccccc1C)C1CC1 (configuration not stated)
  41* | -5 | 35
CCCCN(CC(=O)Nc1c(-c2ccccc2)c(C)nn1-c1ccc(C)cc1)C(=O)Nc1ccc(F)c(F)c1
  -3 | 0 | -1
COC(=O)C1=C(C)N(C)C(=O)NC1c1ccccc1F (configuration not stated)
  3 | 3 | -17
CCN1CCN(c2c(CN(CCC(C)C)C(=O)c3ccc4c(c3)OCO4)c(C)nn2-c2ccccc2)CC1
  -3 | -2 | 11
Cc1c(NC(=O)c2c(O)cc(F)cc2F)cccc1C(=O)N1CCOCC1
  · | -10 | 9
NC(=O)C1CCN(C(=O)c2cc(-c3ccco3)nn2-c2ccc(Cl)cc2)CC1
  -4 | -4 | -5
O=S(=O)(c1ccc(C(F)(F)F)cc1)N1CCN(c2ccccn2)CC1
  -8 | -9 | ·
Cc1ccccc1OCC(O)CN(Cc1ccco1)Cc1ccc(F)cc1F (configuration not stated)
  2 | 6 | 0
COC(=O)COC(=O)c1sc(=S)n(C)c1C
  -3 | -6 | 18
O=C1Nc2ccc(Br)cc2C(c2ccccc2Cl)C1N1CCCCC1 (configuration not stated)
  · | 5 | -2
C#CCOCC(O)CN(CCc1nc(-c2ccccc2)no1)Cc1ccco1 (configuration not stated)
  -3 | 1 | 1

A few values from the list:
O=S(=O)(c1ccc(C(F)(F)F)cc1)N1CCN(c2ccccn2)CC1 in mcGAS inh: -8
COC(=O)COC(=O)c1sc(=S)n(C)c1C in hcGAS inh: -6
O=C1Nc2ccc(Br)cc2C(c2ccccc2Cl)C1N1CCCCC1 (configuration not stated) in hcGAS inh: 5
Cc1ccccc1OCC(O)CN(Cc1ccco1)Cc1ccc(F)cc1F (configuration not stated) in mcGAS inh: 2
NC(=O)C1CCN(C(=O)c2cc(-c3ccco3)nn2-c2ccc(Cl)cc2)CC1 in NPYLR7 agonist: -5

In another format: results already given
SMILES,mcGAS inh,hcGAS inh,NPYLR7 agonist
CCCCN(CC(=O)Nc1c(-c2ccccc2)c(C)nn1-c1ccc(C)cc1)C(=O)Nc1ccc(F)c(F)c1,-3,0,-1
C#CCOCC(O)CN(CCc1nc(-c2ccccc2)no1)Cc1ccco1 (configuration not stated),-3,1,1
Cc1c(NC(=O)c2c(O)cc(F)cc2F)cccc1C(=O)N1CCOCC1,·,-10,9
Cc1ccccc1OCC(O)CN(Cc1ccco1)Cc1ccc(F)cc1F (configuration not stated),2,6,0
COC(=O)COC(=O)c1sc(=S)n(C)c1C,-3,-6,18

High-throughput results (PubChem)

Random draw from the library. About 0.29% of those tested had a hit in this group.
